TRAIL sens C8: sensitizes caspase-8 expressing cells to TRAIL | hit rate 1% among 360,000 | inhibition (viability loss, TRAIL sensitization), % at 10 µM | NB7+C8 cells + TRAIL, ATPlite viability luminescence;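 active = compounds causing at least 50% loss of cell viability in the single-dose screen, relative to plate controls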
SRC3 inh: inhibitors of human steroid receptor coactivator 3 (SRC3); hit rate 0.17% among 360,000; Q9Y6Q9; inhibition, % at 3.6 µM; AID 588352; HEK293 GAL4-SRC3 luciferase reporter, luminescence;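 active = inhibition above a per-campaign cutoff, the mean of all compounds plus 3 SD, cut at about 60% in these data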;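 note: 0% = DMSO-treated cells and 100% = gossypol-treated cells at 36 µM; higher means less SRC3-driven luciferase light from the GAL4 reporter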
EBV LMP1 NFkB: reduces LMP1-driven NF-kappaB luciferase signal; LMP1-induced NF-kappaB luciferase reporter cells, luminescence; inhibition, % at 12.5 µM; hit rate 0.69% among 350,000; AID 504558; in the data active = inhibition above about 41%;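 note: 0% = neutral control wells and 100% = reference inhibitor control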
NOD2-RIPK2 inh: blocks binding of human NOD2 to RIPK2; O43353; CHO BLA complementation NOD2-RIPK2, CCF4 ratio; hit rate 0.38% among 360,000; inhibition, % at 4.98 µM; in the data active = inhibition above about 21%;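 note: 0% = vehicle only and 100% = reference blocker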
SRC2 inh: human SRC2 (NCOA2) inhibition | HEK293 GAL4-SRC2 luciferase reporter, luminescence | Q15596 | hit rate 0.17% among 370,000 | inhibition, % at 9 µM;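 active = inhibition above the mean inhibition of all tested compounds plus 3 SD, set per campaign, cut at about 52% in these data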;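 note: 0% = DMSO treated cells and 100% = cells given Gossypol at 36 µM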
Target sequence (Q15596 whole entry, looked up, the tested form may be a part): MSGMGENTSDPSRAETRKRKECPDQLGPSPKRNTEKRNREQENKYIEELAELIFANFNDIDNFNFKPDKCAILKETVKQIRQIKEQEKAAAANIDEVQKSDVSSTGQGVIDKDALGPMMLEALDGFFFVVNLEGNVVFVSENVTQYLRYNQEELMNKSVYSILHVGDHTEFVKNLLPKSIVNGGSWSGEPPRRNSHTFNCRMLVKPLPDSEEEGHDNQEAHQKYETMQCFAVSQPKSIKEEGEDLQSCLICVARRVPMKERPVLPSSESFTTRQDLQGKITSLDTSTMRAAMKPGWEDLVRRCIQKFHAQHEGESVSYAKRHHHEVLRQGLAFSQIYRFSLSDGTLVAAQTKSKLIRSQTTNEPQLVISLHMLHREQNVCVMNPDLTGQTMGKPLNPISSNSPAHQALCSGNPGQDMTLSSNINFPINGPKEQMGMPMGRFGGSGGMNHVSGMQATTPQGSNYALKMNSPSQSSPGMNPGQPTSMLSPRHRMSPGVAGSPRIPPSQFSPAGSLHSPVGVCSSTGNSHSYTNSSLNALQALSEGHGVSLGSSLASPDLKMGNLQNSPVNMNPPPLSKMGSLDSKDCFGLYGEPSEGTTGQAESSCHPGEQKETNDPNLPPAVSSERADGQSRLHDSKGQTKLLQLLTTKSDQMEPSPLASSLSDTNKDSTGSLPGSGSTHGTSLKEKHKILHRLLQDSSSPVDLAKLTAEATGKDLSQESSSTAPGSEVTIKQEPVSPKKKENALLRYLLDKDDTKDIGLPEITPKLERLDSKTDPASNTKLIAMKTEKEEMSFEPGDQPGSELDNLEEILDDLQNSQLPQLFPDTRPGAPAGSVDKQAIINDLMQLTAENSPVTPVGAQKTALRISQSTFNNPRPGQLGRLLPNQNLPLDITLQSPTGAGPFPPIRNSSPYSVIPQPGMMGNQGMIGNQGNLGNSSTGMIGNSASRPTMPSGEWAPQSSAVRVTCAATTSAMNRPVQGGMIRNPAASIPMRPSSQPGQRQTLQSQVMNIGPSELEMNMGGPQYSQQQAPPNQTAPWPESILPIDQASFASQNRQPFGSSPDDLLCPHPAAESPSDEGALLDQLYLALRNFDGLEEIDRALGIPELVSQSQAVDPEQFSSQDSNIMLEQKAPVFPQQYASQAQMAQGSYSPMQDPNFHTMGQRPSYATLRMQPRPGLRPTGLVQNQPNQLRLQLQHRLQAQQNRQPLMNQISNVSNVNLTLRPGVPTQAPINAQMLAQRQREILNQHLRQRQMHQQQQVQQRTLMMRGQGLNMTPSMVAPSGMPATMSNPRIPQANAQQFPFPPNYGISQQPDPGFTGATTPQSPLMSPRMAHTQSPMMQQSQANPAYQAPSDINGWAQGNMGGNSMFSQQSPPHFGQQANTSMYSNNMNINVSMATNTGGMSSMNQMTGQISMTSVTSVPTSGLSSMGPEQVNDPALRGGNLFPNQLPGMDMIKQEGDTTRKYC
LRH-1 inv ag: suppresses constitutive activity of human LRH-1 | O00482 | HEK293T StAR-luciferase reporter, LRH-1 transfected, 24 h | inhibition, % at 3.6 µM | hit rate 0.13% among 360,000 | AID 602396;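 active = inhibition above the mean inhibition of all tested compounds plus 3 SD, cut at about 73% in these data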;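 note: 0% = DMSO wells and 100% = reporter-only cells lacking LRH-1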
TLR9-MyD88 block: inhibitors of human TLR9-MyD88 binding; hit rate 0.21% among 340,000; Q9NR96+Q99836; CHO BLA complementation TLR9-MyD88, CCF4 FRET ratio; inhibition, % at 4.98 µM;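 active = inhibition above the mean over all tested compounds plus 3 SD, cut at about 21% in these data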;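 note: 0% = DMSO only wells and 100% = clavulanate BLA inhibitor control wells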
SRC1 inh: inhibits human SRC1 coactivator. Q15788. HEK293 GAL4-SRC1 luciferase reporter, luminescence. inhibition, % at 3.6 µM. hit rate 0.12% among 360,000;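 active = inhibition above the campaign mean plus 3 SD, with each screening campaign given its own cutoff, cut at about 60% in these data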;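 note: 0% = DMSO treated cells and 100% = gossypol at 36 µM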
TWEAK Fn14 block: blocks TWEAK-Fn14 interaction in a reporter cell assay | hit rate 2% among 360,000 | TWEAK-stimulated Fn14 reporter cells, luciferase luminescence, 8 h | inhibition, % at 10 µM; in the data active = inhibition above about 50%
NR2F2 inh: NR2F2 (human) inhibition, primary screen; P24468; HEK293T NGFI-A luciferase reporter, luminescence; inhibition, % at 8.6 µM; hit rate 0.7% among 370,000; AID 686940;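 active = inhibition above a per-plate cutoff, mean inhibition of test wells between control levels plus 3 SD, cut at about 38% in these data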;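 note: cells cotransfected with COUP-TFII expression vector driving the NGFI-A reporter; 0% = median of COUP-TF2 test wells and 100% = reporter-only cells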
TROY signal inh: inhibitors of TROY-dependent NF-kB signaling; AID 1347056; Q293 LMP1-TROYcd NF-kB luciferase reporter, 4 h; inhibition, % at 10 µM; hit rate 0.98% among 360,000;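 active = compounds whose plate-normalised and pattern-corrected inhibition of the luciferase reporter signal at the single screening dose is 50% or more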
The depositor's hits bear a star; / = not tested or not shown. Not all compounds are listed; rates above refer to the full screens.

nr	compound	TRAIL sens C8	SRC3 inh	EBV LMP1 NFkB	NOD2-RIPK2 inh	SRC2 inh	LRH-1 inv ag	TLR9-MyD88 block	SRC1 inh	TWEAK Fn14 block	NR2F2 inh	TROY signal inh
1	O=C(CCc1ccccc1)N=C1SC2CS(=O)(=O)CC2N1c1ccccc1F (configuration not stated)	5	17	-2	-7	-6	-13	-3	6	-8	-7	-6
2	Cc1ccc(N=Nc2ccc3ccccc3c2O)cc1	75*	33	4	-4	1	24	-11	-34	95*	14	78*
3	O=C(CSc1nnc(C2CC2)n1C1CC1)N1CCN(c2ccc(O)cc2)CC1	23	2	1	-9	14	5	-11	-38	10	-9	-11
4	Cc1cccc(Cn2c(N(C)Cc3ccccc3)nc3c2c(=O)[nH]c(=O)n3C)c1	-4	4	4	-8	14	9	1	4	-1	-5	4
5	COc1ccccc1CN(C)S(=O)(=O)c1cccs1	-6	-1	-3	-54	9	-11	-3	-44	-24	9	-25
6	CCCn1nc(C(=O)NC2CC2)c2ccccc2c1=O	-2	-2	-6	-3	-7	10	-14	7	-4	-1	-3
7	Cc1sc(-c2ccccn2)nc1OC(=O)c1cccc(Cl)c1Cl	12	7	4	4	5	6	10	-8	4	0	18
8	N#Cc1cnn2cc(CCN3CCOCC3)c(-c3ccc(F)cc3)nc12	-4	15	-3	-4	10	-1	7	13	5	20	-1
9	CCOCCn1c(=NC(=O)CSCC(=O)N2CCOCC2)sc2cc(OC)ccc21	7	3	-2	-4	5	13	-17	-35	-2	6	13
10	CN(NC1OC(=O)c2ccccc21)c1ncc(Cl)cc1C(F)(F)F (configuration not stated)	4	3	/	8	16	6	/	15	0	14	-15
11	O=P(CCN1CCCCC1)(c1ccccc1)c1ccccc1	-4	11	-12	5	-22	6	1	3	15	-7	-3
12	CC(=O)c1ccc(S(=O)(=O)N2CCC(c3nc4ccccc4[nH]3)CC2)cc1	9	11	-4	0	-17	-4	-5	-35	8	-11	12

Following part.
nr	compound	TRAIL sens C8	SRC3 inh	EBV LMP1 NFkB	NOD2-RIPK2 inh	SRC2 inh	LRH-1 inv ag	TLR9-MyD88 block	SRC1 inh	TWEAK Fn14 block	NR2F2 inh	TROY signal inh
13	CC(=O)C1=C(C)N(CC2CC2)C(=O)N[C@H]1c1ccc(Br)cc1	-6	-26	1	3	-14	3	-9	0	-5	-11	1
14	COC(=O)c1cc(C)sc1NC(=O)CC1Nc2ccccc2NC1=O (configuration not stated)	7	11	-5	-2	-1	-11	8	-6	-8	-1	4
15	O=C(Nc1cccc2ccccc12)c1cccc([N+](=O)[O-])c1	-6	-8	2	-2	-2	-6	1	-9	5	12	-32
16	Cc1occc1C(=O)N/N=C/C1=C(N2CCOCC2)C(=C/c2ccc(Cl)cc2Cl)/CC1	29	-22	-9	-1	-24	-37	-15	-44	-34	-18	-27
17	CCN(CC)CCCN(Cc1cc2cc(OC)c(OC)cc2[nH]c1=O)C(=O)Nc1ccccc1	19	4	1	-3	-4	-24	-12	8	-12	1	-18
18	COc1ccc(C[C@H]2CN3C(=NC[C@H]3Cc3ccccc3)N2CCNC(=O)CCC2CCCCC2)cc1	24	-9	-8	-1	-10	-9	7	-2	-5	6	-13
19	COc1ccc(C(=O)COC(=O)CCN2C(=O)C3C4CC(C(Br)C4Br)C3C2=O)cc1 (configuration not stated)	23	0	-3	4	-34	0	-3	-9	-6	-4	6
20	CCOc1nc(NC2CCCCC2)nc(NC(C)(C)C)n1	-6	6	-9	2	-1	8	-6	5	-5	-6	12
21	O=C(O)COc1ccc2oc3ccccc3c2c1	-6	14	10	-5	10	11	8	-11	36	0	23
22	CCCCc1c(O)nc(SCC(=O)c2ccccc2)[nH]c1=O	-6	12	-4	-5	8	11	-6	-8	-22	-2	4
23	CC(=O)c1ccc(N2CCN(C(=O)C3(S(=O)(=O)c4ccc(Cl)cc4)CC3)CC2)cc1	11	19	2	3	-14	4	4	-26	-5	-9	-9
24	O=C(c1cccc(F)c1)N1CCN(C(=O)c2cc3nc(-c4ccco4)cc(C(F)(F)F)n3n2)CC1	-5	-1	3	-1	-11	-10	5	2	-2	-23	1

Whole records, looked up by structure. Order of values: TRAIL sens C8	SRC3 inh	EBV LMP1 NFkB	NOD2-RIPK2 inh	SRC2 inh	LRH-1 inv ag	TLR9-MyD88 block	SRC1 inh	TWEAK Fn14 block	NR2F2 inh	TROY signal inh
CCOc1nc(NC2CCCCC2)nc(NC(C)(C)C)n1 in the list: -6	6	-9	2	-1	8	-6	5	-5	-6	12
CC(=O)c1ccc(N2CCN(C(=O)C3(S(=O)(=O)c4ccc(Cl)cc4)CC3)CC2)cc1 in the list: 11	19	2	3	-14	4	4	-26	-5	-9	-9
CCN(CC)CCCN(Cc1cc2cc(OC)c(OC)cc2[nH]c1=O)C(=O)Nc1ccccc1 in the list: 19	4	1	-3	-4	-24	-12	8	-12	1	-18
COc1ccc(C[C@H]2CN3C(=NC[C@H]3Cc3ccccc3)N2CCNC(=O)CCC2CCCCC2)cc1 in the list: 24	-9	-8	-1	-10	-9	7	-2	-5	6	-13
CC(=O)C1=C(C)N(CC2CC2)C(=O)N[C@H]1c1ccc(Br)cc1 in the list: -6	-26	1	3	-14	3	-9	0	-5	-11	1

Going on with the list.
nr	compound	TRAIL sens C8	SRC3 inh	EBV LMP1 NFkB	NOD2-RIPK2 inh	SRC2 inh	LRH-1 inv ag	TLR9-MyD88 block	SRC1 inh	TWEAK Fn14 block	NR2F2 inh	TROY signal inh
25	COc1cc(/C=C2\SC(N3CCCCC3)=NC2=O)cc(OC)c1OC	-11	-12	-6	1	-46	4	-5	8	2	-48	8
26	CCCCCCN1C[C@H](O)[C@@H](n2cc(-c3ccc(F)cc3)nn2)C[C@@H]1c1ccc(C)cc1	-6	-10	5	0	29	-14	-12	-9	6	-8	-14
27	O=C(Nc1nccs1)c1cc(S(=O)(=O)N2CCOCC2)c(Cl)cc1Cl	-9	27	-2	0	-4	14	-16	8	19	-2	11
28	O=C(Nc1ccccc1N1CCOCC1)c1ccccc1NS(=O)(=O)c1ccc(F)cc1	-17	-6	-2	-10	8	5	0	-1	-12	-9	-7
29	COc1ccc(-c2noc(N3CCC(C(=O)N(C)c4ccccc4)CC3)n2)cc1	10	8	-6	-9	12	2	7	-4	-2	18	0
30	CC(=O)Nc1cccc(C(=O)OCC(=O)NC2CCCCCCC2)c1	-5	-10	1	-4	10	13	0	-12	14	-1	-19
31	CCOC(=O)C1CCCN(C(=O)c2sc3nc(-c4ccc(OC)cc4)cn3c2C)C1 (configuration not stated)	-6	-12	-4	-2	-16	-11	-16	-17	8	-8	-12
32	N#Cc1ccccc1NC(=O)c1ccccc1OCC(=O)Nc1ccc2c(c1)oc1ccccc12	-4	-1	-4	-10	-8	45	4	-16	2	0	-66
33	O=C(CN(Cc1ccccc1Cl)C(=O)c1csnn1)NC1CCCC1	-21	8	-2	-3	-42	7	-3	6	36	13	7
34	CN1CCC(N(C)C(=O)c2cccc(S(=O)(=O)N3CCc4ccccc43)c2)CC1	14	3	-11	0	9	13	-2	-8	-5	3	1
35	CCCCn1c(SCC(=O)NC(C)CC)nc2ccc(N3CCOCC3)cc2c1=O (configuration not stated)	1	5	-16	2	-26	-15	-7	-33	16	-12	-11
36	Cc1cc(=O)[nH]c(NN=C(CC(C)C)CC(C)C)n1	6	-7	-5	-6	3	-15	-2	-4	2	2	13

Additional records.
nr	compound	TRAIL sens C8	SRC3 inh	EBV LMP1 NFkB	NOD2-RIPK2 inh	SRC2 inh	LRH-1 inv ag	TLR9-MyD88 block	SRC1 inh	TWEAK Fn14 block	NR2F2 inh	TROY signal inh
37	Cn1c(N)c(C(=O)COC(=O)c2ccnc3ccccc23)c(=O)n(C)c1=O	8	-1	9	-12	14	11	9	11	4	3	0
38	Cc1ccc(NC(=O)C(=O)NCCN2CCN(C(=S)Nc3ccccc3)CC2)cc1	3	23	0	-1	0	-4	-2	-25	-14	-7	6
39	O=C(Nc1nc(COc2ccccc2)cs1)c1ccccc1F	20	-22	0	1	-7	-15	11	-7	-14	3	-14
40	C=CCn1nc2ccccc2c1OC	11	7	-1	-5	-4	14	0	-5	-3	-2	12
41	CCOc1ccc(NC(=O)C2CCCN(S(=O)(=O)c3c(C)n[nH]c3C)C2)cc1 (configuration not stated)	-7	-5	6	1	2	-5	-3	-4	1	0	0
42	O=C(CC(Cc1ccccc1)C(=O)O)Nc1ccc(Cl)c(Cl)c1 (configuration not stated)	-25	7	-9	-11	-35	-1	-2	4	-9	-2	1
43	CS(=O)(=O)N1CCc2cc(C(=O)Nc3ccccc3)ccc21	1	-39	-6	-1	-59	-59	-3	-41	-18	-27	-38
44	COc1cc(S(=O)(=O)NC2CCCCC2)c(C)cc1C	-10	4	4	-3	7	10	14	-23	9	-8	2
45	COc1ccc(S(=O)(=O)N2CCC(C(=O)Nc3ccc(S(=O)(=O)N4CCCC4)cc3)CC2)cc1OC	5	14	0	-6	-2	-14	3	-12	-8	-2	7
46	COc1ccc(Br)cc1/C=C/C(=O)OCC(=O)NCCc1ccc(S(N)(=O)=O)cc1	-19	3	4	-2	-8	14	1	-6	0	0	-19
47	Cc1ccc(C(=O)NC(=S)NNC(=O)c2ccccc2)cc1	3	-10	-13	-6	-28	3	-10	-14	-5	-15	-23
48	C=CCOC(=O)C1=C[C@@H](c2csc3ccccc23)C[C@@H](OCCCCO)O1	-5	-6	3	-6	-40	-7	-9	-15	1	10	4

More records.
nr	compound	TRAIL sens C8	SRC3 inh	EBV LMP1 NFkB	NOD2-RIPK2 inh	SRC2 inh	LRH-1 inv ag	TLR9-MyD88 block	SRC1 inh	TWEAK Fn14 block	NR2F2 inh	TROY signal inh
49	COc1ccc(N2CCN(C(=O)Cc3cccs3)CC2)cc1	-1	7	-16	-12	-12	0	-3	2	11	13	-21
50	C#Cc1ccc([C@@H]2C=C(C(=O)NC3CC3)O[C@H](OCCCCO)C2)cc1	-12	10	-5	-2	-23	-30	-7	-7	19	0	-5
51	COc1ccc(CCn2c(N3CCN(Cc4ccccc4)CC3)nc3c2c(=O)[nH]c(=O)n3C)cc1	-6	5	4	8	1	-1	6	-13	-17	-6	-9
52	O=C1NC2(CCCCCC2)C(=O)N1Cc1ccc(Br)cc1	2	10	0	-4	14	7	-14	13	6	1	-2
53	COc1cc(CC(=O)N2c3ccccc3N=C(c3ccccc3)C2C(=O)NCc2ccccc2)cc(OC)c1 (configuration not stated)	8	/	/	1	16	13	/	/	/	-9	/
54	Cc1ccccc1/C=C/C(=O)NCC(=O)N1CCC(N(C)C2CCCCC2C)CC1 (configuration not stated)	-12	0	-5	-14	-12	2	8	2	-1	9	-9
55	COc1ccc(N=Cc2nc(-c3ccco3)oc2O)cc1	-7	3	-7	-10	-19	-6	-2	-10	-5	2	-24

Marked active in TWEAK Fn14 block, among the entries above:
nr	SMILES	SRC3 inh	EBV LMP1 NFkB	NOD2-RIPK2 inh	SRC2 inh	LRH-1 inv ag	TLR9-MyD88 block	SRC1 inh	TWEAK Fn14 block	NR2F2 inh
2	Cc1ccc(N=Nc2ccc3ccccc3c2O)cc1	33	4	-4	1	24	-11	-34	95*	14

Screening data from PubChem BioAssay.
